PfGluPho inh – PfG6PD (Plasmodium falciparum) enzyme inhibition. 0.78% of 350,000 active. inhibition, % at 20 µM. PfGluPho enzyme, NADPH resazurin-diaphorase fluorescence;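 active = inhibition reaching at least a set limit at 20 µM in the primary screen, cut at about 59% in these data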;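 also: 0% = DMSO wells with substrate and 100% = DMSO wells lacking glucose-6-phosphate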
SENP1 inh – inhibitors of human SENP1 SUMO protease catalytic domain; Q9P0U3; recombinant SENP1 catalytic domain, CyPet-SUMO1-YPet FRET cleavage; inhibition, % at 10 µM; 0.21% of 360,000 active; AID 624204;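 active = inhibition at least 30% at 10 µM, raw YFP signal under a set limit, fluorescence ratio 0.5 to 1.5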;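 also: 0% = enzyme with DMSO and 100% = no enzyme wells; some results filed as inactive read as strong as hits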
Target sequence (Q9P0U3 419-644 limits assumed): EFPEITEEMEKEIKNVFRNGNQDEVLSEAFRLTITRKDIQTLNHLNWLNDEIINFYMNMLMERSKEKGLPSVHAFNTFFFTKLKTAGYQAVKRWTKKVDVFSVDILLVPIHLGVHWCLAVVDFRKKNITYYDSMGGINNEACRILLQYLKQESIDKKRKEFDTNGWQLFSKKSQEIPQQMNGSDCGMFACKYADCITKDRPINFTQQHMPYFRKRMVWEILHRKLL
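Test system: hSENP1 catalytic domain, recombinant; Amount: 20 pM final SENP1 enzyme; Medium: Tris pH 8 buffer plus EDTA, NaCl, BME, BSA, NP40, catalase; Schedule: 50 min enzyme reaction, room temperature, light-protected; Technique: FRET fluorescence in CFP and YFP emission channels; Controls: no-enzyme wells low, DMSO-plus-enzyme wells high control.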
SENP8 inh – inhibitors of human SENP8 protease. Q96LD8. recombinant SENP8, Nedd8 substrate fluorescence. inhibition, % at 20 µM. 0.64% of 360,000 active; in the data active = inhibition mostly above about 40%, no sharp cut-off; inactive = mostly below about 27%
Target sequence (Q96LD8 whole entry, looked up): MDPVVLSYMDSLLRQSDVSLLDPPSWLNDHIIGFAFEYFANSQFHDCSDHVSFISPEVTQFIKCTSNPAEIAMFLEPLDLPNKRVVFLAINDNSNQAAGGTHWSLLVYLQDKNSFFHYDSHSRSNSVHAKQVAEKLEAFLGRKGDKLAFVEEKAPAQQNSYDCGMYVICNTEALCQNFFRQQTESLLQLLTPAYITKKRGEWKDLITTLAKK
The depositor's hits bear a star. An excerpt; the hit share may differ from the screen's.

entry	mol	SENP1 inh	SENP8 inh	PfGluPho inh
1	O=C(COC(=O)C1CC1)Nc1cccc(Cl)c1	3	10	2
2	C[C@H]1CN([C@@H](C)CO)C(=O)CCCn2cc(nn2)CO[C@@H]1CN(C)C(=O)Nc1cccc(F)c1	3	17	-18
3	O=c1[nH]c(C(F)(F)F)nc2c1nc1n2CCC1	3	7	-6
4	Cc1ccc(NC(=O)COC(=O)c2ccc3ncsc3c2)c(C)c1	0	-10	-6
5	COCC(=O)Nc1ccc2c(c1)[C@@H]1C[C@H](CC(=O)OC)O[C@H](CO)[C@@H]1O2	0	11	-2
6	COc1ccc(CCNC(=O)c2ccc(F)c(S(=O)(=O)N3CCCCC3)c2)cc1	2	18	-13
7	O=C(Nc1ccn(CCCNCC(c2ccccc2)c2ccccc2)c(=O)n1)OCc1ccccc1	0	-21	22
8	COc1ccc(Cc2nc3ccc(C(=O)NCCc4ncccc4C)cc3o2)cc1OC	-2	10	-10
9	Cc1ccc(CNC(=O)c2ccc(S(=O)(=O)N3CCCC3)cc2)cc1	2	9	-5
10	CCCCN1C(=O)C(CC(=O)NCC2CCCCC2)CC(C(=O)N(C)C)=C1C (stereo not drawn)	2	5	6
11	CC1NC(=O)c2cccnc2-n2c1nc1ccccc1c2=O (stereo not drawn)	-3	-10	8
12	C[C@@H]1CN([C@H](C)CO)S(=O)(=O)c2ccc(Br)cc2O[C@H]1CN(C)S(C)(=O)=O	0	4	-1
13	C[C@@H]1CN([C@H](C)CO)C(=O)CCCn2nncc2CO[C@H]1CN(C)C	2	11	8
14	CC1CCCCN1CCNC(=O)c1ccc2c(c1)N(Cc1cccc(Cl)c1)C(=O)c1ccccc1S2(=O)=O (stereo not drawn)	1	13	19
15	CC1=C(C(=O)N(C)C)CC(CC(=O)NC2CCCC2)C(=O)N1CCCN1CCCC1=O (stereo not drawn)	-1	6	1
16	COc1cc(OC)c(C=Cc2ccncn2)c(OC)c1	-134	-179	8
17	Cc1cc(NC(=O)CSCC(=O)OCC(=O)c2ccc(Br)cc2)no1	-11	-29	-27
18	CCOC(=O)C(=O)Nc1ccc(S(=O)(=O)Nc2nccc(C)n2)cc1	-19	9	-14
19	C[C@H]1CN([C@@H](C)CO)S(=O)(=O)c2ccc(Br)cc2O[C@H]1CN(C)C(=O)Cc1ccccn1	-6	0	-12
20	CC(=O)Nc1ccc(S(=O)(=O)N(CC(=O)NCC2CCCO2)Cc2ccccc2Cl)cc1 (stereo not drawn)	1	4	-5
21	COc1ccc(C(=O)NC2=NCCS2)cc1S(=O)(=O)N1CCOCC1	1	12	1
22	CCCCCC(=O)N1C[C@@H](O)[C@H](n2cc(COC(=O)c3ccccc3)nn2)C[C@@H]1c1ccc(OC)cc1	1	-2	14
23	Cn1ccc(=O)c2cc([N+](=O)[O-])ccc21	2	12	5
24	COc1cc([N+](=O)[O-])c(C)cc1NC(=O)c1ccc(OC)c(OC)c1	1	21	-1
25	C=CCSc1nnc(NC(=O)c2ccc3c(c2)OCCO3)s1	2	-106	99*
26	CCc1cccc(CC)c1NC(=O)C(CC)Sc1nc2ccsc2c(=O)n1CCC(=O)O (stereo not drawn)	0	12	-10
27	C[C@@H]1CN([C@H](C)CO)C(=O)CCCn2nncc2CO[C@@H]1CN(C)S(=O)(=O)c1ccc2c(c1)OCCCO2	1	-1	-3
28	Cc1ccc2c(=O)n3c(nc2c1)C(CC(C)C)NC(=O)c1cccnc1-3 (stereo not drawn)	-2	0	-11
29	COc1ccc([C@H]2N[C@]3(CCCN(Cc4ccc(F)cc4)C3=O)[C@H]3C(=O)N(C)C(=O)[C@@H]23)cc1	0	3	-2
30	COCCCN1C(=O)C(CC(=O)NCc2cccs2)CC(C(=O)N(C)C)=C1C (stereo not drawn)	3	7	-10
31	O=C(C(=O)N1CCN(c2ccccc2F)CC1)c1cn(CC(=O)N2CCCC2)c2ccccc12	-1	8	-20
32	COc1ccc([C@H]2C[C@H](O)[C@@H](n3cc(C4CC4)nn3)CN2CC2CCCCC2)cc1	0	2	-10
33	O=c1[nH]cc(Cc2ccccc2)c(=O)[nH]1	2	14	-3
34	COc1ccc(CN2C(=O)C(CC(=O)NCc3cccs3)CC(C(=O)N(C)C)=C2C)cc1 (stereo not drawn)	0	6	-7
35	O=[N+]([O-])c1ccc(Sc2ccncn2)c([N+](=O)[O-])c1	0	30	18
36	CC(NS(=O)(=O)c1cccc(Cl)c1F)[C@H](O)c1ccccc1 (stereo partly drawn)	0	-3	5
37	COc1ccc(-c2nc(S(=O)(=O)c3ccccc3)c(N3CCN(C)CC3)o2)cc1	0	7	7
38	CCCCN1C(=O)C(CC(=O)NCCCN(C)C)CC(C(=O)N2CCOCC2)=C1C (stereo not drawn)	1	13	-4
39	COC(=O)[C@H]1C[C@H](OC(=O)NCc2ccccc2)[C@@]2(O)CN(S(=O)(=O)c3ccc(C)cc3)CC2[C@H]1C(=O)OC (stereo partly drawn)	0	4	-5
40	O=C1NC2C3CC(c4ccccc43)C12 (stereo not drawn)	5	11	-4
41	O=C(Cc1cccc2ccccc12)NCC(=O)N1CCN(CC(=O)Nc2ccc(F)cc2)CC1	-1	0	-8
42	CN1CCC(OC2c3ccccc3CCc3ccccc32)CC1	2	-1	6
43	O=C(CSc1ccc2nnc(-c3cccnc3)n2n1)Nc1ccccc1F	0	-40	8
44	O=C1OC(Cc2ccccc2)(c2ccccc2)c2ccccc21 (stereo not drawn)	2	19	59
45	Cc1cc(-c2ccc(Br)cc2)n2nc(C)cc2n1	-7	-88	0
46	O=S1(=O)CCN(C2CCCC2)CC1	0	11	9
47	CC(=O)Oc1ccc2c(c1)C(=O)CCCCCC(=O)O2	2	5	0
48	CCC(C)NC(=O)c1ccc(N2CC3CC(C2)c2cccc(=O)n2C3)c(NC(=O)c2c(F)cccc2F)c1 (stereo not drawn)	-2	5	19
49	CSc1nc(S(=O)(=O)c2ccc(C)cc2)c(N2CCOCC2)s1	1	10	19
50	COc1ccc(C(=O)Nc2ccc3c(c2)OCO3)cc1S(=O)(=O)N1CCOCC1	3	9	0

Continuation.
entry	mol	SENP1 inh	SENP8 inh	PfGluPho inh
51	O=C(Nc1nnc(-c2ccco2)o1)c1ccc(S(=O)(=O)N2CCCCC2)cc1	1	14	-28
52	COc1cccc(S(=O)(=O)N(C)C[C@H]2Oc3ncc(Br)cc3C(=O)N([C@@H](C)CO)C[C@@H]2C)c1	0	12	8
53	Nc1nc(N=Nc2ccc(O)cc2)cc(=O)[nH]1	72*	38	-3
54	COc1ccc(C(C#N)=C2C=C(Cl)C(=NO)C=C2Cl)cc1	-4	4	-1
55	CCOC(=O)N(C)C[C@H]1OCc2cnnn2CCCC(=O)N([C@H](C)CO)C[C@H]1C	0	12	-2
56	O=C(CCNC(=O)c1ccccc1Cl)Nc1ccc(S(=O)(=O)N2CCOCC2)cc1	2	14	-3
57	COCCNc1oc(/C=C/c2cccc(OC)c2)nc1S(=O)(=O)c1ccccc1	-40	-498	24
58	O=C(CCC1CCCN(C(=O)c2cc(F)ccc2F)C1)N1CCN(c2ccccn2)CC1 (stereo not drawn)	1	5	6
59	Cc1nc2ccc(Cl)cc2n1C	5	18	-10
60	C[C@H]1CN([C@@H](C)CO)C(=O)CCCn2nncc2CO[C@H]1CN(C)S(=O)(=O)c1ccc(Oc2ccccc2)cc1	0	13	8
61	CC(C)[C@H](NC(=O)c1ccco1)C(=O)Nc1ccc(N2CCCCCC2)cc1	0	5	12
62	CCN1CCN(CCNC(=O)c2ccc3c(c2)NC(=O)/C(=C\c2cccc(Cl)c2)S3)CC1	-15	-172	3
63	O=C(OCC(=O)N1CCOCC1)c1cncc(Br)c1	2	10	-11
64	CC(=O)c1cccc(NC(=O)C(C)Sc2nnc3ccccn23)c1 (stereo not drawn)	0	-91	-8
65	N#Cc1nc2ccccc2n1OCc1ccccc1	0	24	6
66	Cc1ccccc1OCC(=O)OCC(=O)NC1CCCC1	8	9	1
67	N#Cc1ccc(NC(=O)COC(=O)c2cccc(S(=O)(=O)N3CCCC3)c2)cc1	2	16	-1
68	S=c1[nH]cc2cnccn12	4	-55	38
69	Cc1ccc(S(=O)(=O)N(C)C[C@H]2OCc3cn(nn3)CCCC(=O)N([C@H](C)CO)C[C@@H]2C)cc1	2	9	7
70	COC(=O)N(C)C[C@@H]1OCc2ccccc2-c2c(n(C)c3ccccc23)C(=O)N([C@H](C)CO)C[C@@H]1C	0	14	-21
71	C[C@H](O)[C@@H]1C(=O)N2CCc3ccc(N4CCN(C)CC4)cc3[C@@H]2C[C@@H]1N(C)C(=O)c1ccco1	2	-4	4
72	Cc1ccc(NC(=O)c2ccc3c(c2)CCN3S(C)(=O)=O)cc1	3	4	3
73	O=C(c1ccccc1)N1CCN(c2cc(-c3ccccc3)nc3cc(-c4cccc(Cl)c4)nn23)CC1	-9	-406	1
74	CN1CCN(C(=O)C(=O)c2cn(CC(=O)N3CCCCCC3)c3ccccc23)CC1	-12	6	-9
75	O=c1[nH]c(=S)n2c(c1-c1ccccc1)OC(CBr)C2 (stereo not drawn)	0	8	7

In the list so far, 7 contain bromine:
entry	mol	SENP1 inh	SENP8 inh	PfGluPho inh
12	C[C@@H]1CN([C@H](C)CO)S(=O)(=O)c2ccc(Br)cc2O[C@H]1CN(C)S(C)(=O)=O	0	4	-1
17	Cc1cc(NC(=O)CSCC(=O)OCC(=O)c2ccc(Br)cc2)no1	-11	-29	-27
19	C[C@H]1CN([C@@H](C)CO)S(=O)(=O)c2ccc(Br)cc2O[C@H]1CN(C)C(=O)Cc1ccccn1	-6	0	-12
45	Cc1cc(-c2ccc(Br)cc2)n2nc(C)cc2n1	-7	-88	0
52	COc1cccc(S(=O)(=O)N(C)C[C@H]2Oc3ncc(Br)cc3C(=O)N([C@@H](C)CO)C[C@@H]2C)c1	0	12	8
63	O=C(OCC(=O)N1CCOCC1)c1cncc(Br)c1	2	10	-11
75	O=c1[nH]c(=S)n2c(c1-c1ccccc1)OC(CBr)C2 (stereo not drawn)	0	8	7

(more compounds)
entry	mol	SENP1 inh	SENP8 inh	PfGluPho inh
76	Cc1ccc(-n2ncc(-c3n[nH]c(=S)o3)c2N)cc1C	0	14	7
77	O[C@H]1C[C@H](c2ccc(Cl)cc2)N(Cc2cccs2)C[C@@H]1n1cc(-c2ccc(F)cc2)nn1	2	14	34
78	CC1CCCCC12NC(=O)N(CC(=O)NCc1cccs1)C2=O (stereo not drawn)	2	7	10
79	COc1ccc(S(=O)(=O)N2CCC(C(=O)NN3CCCCC3)CC2)cc1	2	5	-9
80	O=C(COC(=O)c1cc(Br)ccc1O)NCCC1=CCCCC1	-2	-74	-9
81	O=C(CNC(=O)C12CC3CC(CC(C3)C1)C2)N1CCCC(C(F)(F)F)C1 (stereo not drawn)	2	16	4
82	C[C@H]1CN([C@@H](C)CO)C(=O)CCCn2cc(nn2)CO[C@@H]1CN(C)C(=O)Nc1ccc(F)cc1	1	-33	-13
83	CN(C)S(=O)(=O)c1cccc(NC(=O)COc2ccccc2C(=O)Nc2ccccc2)c1	-3	-5	32
84	NC(=O)c1[nH]cnc1N=NN(CCO)Cc1ccccc1	1	10	-18
85	CCn1cc(/C=C(\NC(=O)c2ccccc2)C(=O)NCCN2CCOCC2)c2ccccc21	-24	8	3
86	COC(=O)c1ccc2c(=O)n(CCN3CCOCC3)c(SCC(=O)Nc3ccccc3OC)nc2c1	2	7	-5
87	CNC[C@@H]1Oc2cc(Br)ccc2S(=O)(=O)N([C@@H](C)CO)C[C@H]1C	0	14	-1
88	CC1CCCN(CC(=O)Nc2ccc(S(=O)(=O)N3C(C)CCCC3C)cc2)C1 (stereo not drawn)	1	2	14
89	CN1C(=O)[C@H]2[C@@H](c3ccc(C(F)(F)F)cc3)N[C@]3(CCCN(Cc4ccc(Br)cc4)C3=O)[C@H]2C1=O	0	-14	19
90	C[C@@H]1CN([C@@H](C)CO)C(=O)CCCn2cc(nn2)CO[C@H]1CN(C)C(=O)OCc1ccccc1	1	12	6
91	O=C(COc1ccccc1)Nc1c2c(nn1-c1ccc(F)cc1)CS(=O)C2 (stereo not drawn)	0	6	-8
92	CC(C)n1ncc2c(C(=O)Nc3ccccc3SCC(N)=O)cc(C3CC3)nc21	5	5	25
93	CCc1nnc(NC(=O)c2ccc3c(=O)n4c(nc3c2)CCC4)s1	-2	-30	-4
94	Cc1cc(N(C)C)cc(C)c1N=Nc1cc[n+]([O-])cc1	5	24	16
95	C#CCN(C[C@H]1[C@H](OC(=O)NCc2ccc(OC)c(OC)c2)[C@H](OC(=O)NCc2ccc(OC)c(OC)c2)C[C@H]2C(=O)N(c3ccccc3)C(=O)[C@@H]12)S(=O)(=O)c1ccc(C)cc1	-2	3	1
96	Cc1cccc(CN2CCC(n3nccc3NC(=O)CCCc3ccccc3)CC2)c1	-1	22	3
97	FC(F)(F)C(F)(F)C(F)(F)c1nc2nc(Cl)c(Cl)nc2[nH]1	-129	-453	11
98	COc1cccc(C(=O)N2C(C(C)C)COc3cc(Br)ccc3S2(=O)=O)c1 (stereo not drawn)	1	5	5
99	C[C@H]1CN([C@@H](C)CO)C(=O)CCCn2cc(nn2)CO[C@@H]1CN(C)S(=O)(=O)c1ccc(-c2ccccc2)cc1	1	13	-18
100	Cc1ccc([C@H]2C[C@H](n3cc(C4CC4)nn3)[C@@H](O)CN2C(=O)C2CCCCC2)cc1	0	20	13
101	Cc1ccc(C(=O)OCC(=O)NC2CCCCCCC2)cc1C	1	10	4

From PubChem
